Assay outcomes as filed in PubChem BioAssay.
thrombin 1536 = human alpha-thrombin inhibitors, primary screen, counter-screen for coagulation protease inhibitor project, biochemical, 1536-well, fluorogenic AMC substrate | Boc-VPR-AMC fluorogenic substrate cleavage | Prothrombin (Homo sapiens), P00734 | AID 1046, 2008 | inhibition, % at 5 µM | 0.26% of 220,000 active;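 active = inhibition at or above 40%; inactive = inhibition below 40%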;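 also: 0% = enzyme with no compound and 100% = wells without enzyme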
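Test system: human alpha-thrombin; medium: pH 7.5 Tris-saline with Tween 20; times: reaction at room temperature; signal: AMC fluorescence at 355 nm excitation and 460 nm emission; also added: Boc-VPR-AMC substrate, 15 µM final; dosing: one concentration per compound, 5 µM, with 0.2% DMSO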
eIF4E 4G PPI = eIF4E–eIF4G protein interaction inhibitors, primary screen, biochemical, uHTS, TR-FRET, eIF4GI fragment | Eukaryotic translation initiation factor 4E (Mus musculus) + Eukaryotic translation … | TR-FRET eIF4E-eIF4GI(517-606) binding, 2 h | inhibition, % at 21.7 µM | 0.37% of 220,000 active;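 also: 0% = full FRET control wells and 100% = background wells lacking eIF4GI fragment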
KCC2 mod = KCC2 cotransporter modulators, thallium flux, primary screen, cell-based, HEK293 KCC2, FluoZin-2 fluorescence, MLSMR. Solute carrier family 12 member 5 (Homo sapiens), Q9H2X9. KCC2 cells, thallium flux FluoZin-2 fluorescence. B-score of Tl+ flux slope (higher = more flux/activation; lower = inhibition) at 10 µM. 2.2% of 190,000 active;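 active = thallium flux slope and its plate-corrected score both differing from the plate sample mean at a set confidence after two filtering rounds, in either direction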;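 also: slope of fluorescence scaled to starting intensity during 10 to 20 s after thallium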
Furin inhibitor = human furin inhibitors, primary screen, biochemical, fluorescence intensity; P09958; purified furin, fluorogenic substrate cleavage; inhibition, % at 30 µM; 0.061% of 220,000 active; AID 463115, 2010; in the data active = inhibition above about 25%; also: inactives centre near -15
EBV gp42 block = Epstein-Barr virus gp42 inhibitors, primary screen, biochemical, uHTS, fluorescence polarization | AID 1085, 2008 | 0.42% of 220,000 active | Fluorescence polarization binding assay, mP read-out | Glycoprotein 42 (Epstein-Barr virus (strain AG876)), Q1HVG2 | inhibition, % (tested at 21.74 µM); in the data active = inhibition above about 50%
Target sequence (Q1HVG2 whole entry, looked up): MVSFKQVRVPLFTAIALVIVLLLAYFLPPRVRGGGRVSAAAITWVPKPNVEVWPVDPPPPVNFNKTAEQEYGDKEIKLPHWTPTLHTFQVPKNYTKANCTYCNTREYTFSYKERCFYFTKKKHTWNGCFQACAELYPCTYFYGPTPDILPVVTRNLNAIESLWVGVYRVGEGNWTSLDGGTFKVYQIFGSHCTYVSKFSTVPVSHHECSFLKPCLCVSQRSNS
hK5 inh = human KLK5 protease inhibitors, primary screen, biochemical, 1536-well | AID 873, 2007 | inhibition, % at 5 µM | 0.59% of 210,000 active | recombinant hK5, fluorogenic AMC substrate cleavage | Kallikrein-5 (Homo sapiens), Q9Y337;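 active = inhibition of 40% or more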;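 also: 0% = enzyme controls without compound and 100% = no-enzyme blanks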
Target sequence (Q9Y337 67-293 limits assumed): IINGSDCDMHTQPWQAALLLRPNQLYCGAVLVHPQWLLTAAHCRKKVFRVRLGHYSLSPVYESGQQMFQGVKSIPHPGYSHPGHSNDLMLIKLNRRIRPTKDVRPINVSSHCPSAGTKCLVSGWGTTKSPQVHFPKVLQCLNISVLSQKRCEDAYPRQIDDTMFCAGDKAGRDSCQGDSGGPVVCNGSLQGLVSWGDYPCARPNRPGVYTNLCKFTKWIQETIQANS
NCF1 inh = p47phox/p22phox peptide binding inhibitors, primary screen, biochemical, uHTS, NADPH oxidase regulatory subunit. Neutrophil cytosol factor 1 (Homo sapiens), P14598. fluorescence polarization, 2 h. inhibition, % at 24.7 µM. 0.53% of 220,000 active. AID 1274, 2008;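 also: 0% = p47phox with labelled peptide and 100% = labelled peptide alone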
14-3-3 Bad PPI = inhibitors of 14-3-3 zeta/Bad binding, primary screen, biochemical, TR-FRET, bovine 14-3-3 zeta | TR-FRET 14-3-3zeta/Dy647-pBad peptide displacement, 1 h | 14-3-3 protein zeta/delta (Bos taurus), P63103 | AID 781, 2007 | inhibition, % at 21.7 µM | 0.71% of 220,000 active;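 active = inhibition above about 70%, limit read from the data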;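 also: 0% = full 14-3-3 plus peptide FRET controls and 100% = background without 14-3-3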
Target sequence (P63103 whole entry, looked up): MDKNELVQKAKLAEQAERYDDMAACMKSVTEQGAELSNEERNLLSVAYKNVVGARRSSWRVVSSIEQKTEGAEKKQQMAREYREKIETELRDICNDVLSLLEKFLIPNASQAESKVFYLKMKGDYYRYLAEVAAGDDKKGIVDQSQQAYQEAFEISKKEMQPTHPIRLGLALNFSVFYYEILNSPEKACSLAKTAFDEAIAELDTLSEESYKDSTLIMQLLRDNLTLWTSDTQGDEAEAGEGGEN
Rad51 HR inh = human RAD51 strand exchange inhibitors, primary screen, biochemical, fluorescence. DNA repair protein RAD51 homolog 1 (Homo sapiens), Q06609. hRad51 DNA strand exchange, fluorescence dequenching. inhibition, % at 10 µM. AID 1385, 2008. 0.085% of 200,000 active;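 active = inhibition above 40% at the single screening dose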;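 also: 0% = DMSO control wells and 100% = blanks with heterologous ssDNA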
Target sequence (Q06609 whole entry, looked up): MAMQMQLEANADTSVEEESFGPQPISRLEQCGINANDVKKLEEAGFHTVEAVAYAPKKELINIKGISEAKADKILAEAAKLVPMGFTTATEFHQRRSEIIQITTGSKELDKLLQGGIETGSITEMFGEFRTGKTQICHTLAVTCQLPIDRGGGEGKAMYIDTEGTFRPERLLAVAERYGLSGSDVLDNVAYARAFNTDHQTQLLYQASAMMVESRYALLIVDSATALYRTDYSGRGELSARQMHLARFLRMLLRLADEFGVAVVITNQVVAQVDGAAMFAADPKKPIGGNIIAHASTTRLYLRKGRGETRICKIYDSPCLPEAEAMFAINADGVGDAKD
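Test system: preformed human Rad51 ssDNA filaments; also added: Donor/quencher-labelled 47-bp dsDNA substrate; doses: 10 µM final, single point; times: 37 °C 15-min filament assembly, 30-min compound preincubation, 15-min exchange; detection: FRET fluorescence dequenching, excitation 485 nm, emission 520 nm; read-out basis: Fluorescence-based percent inhibition, control- and blank-normalised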
Active calls of the source: *; nt = no result given; [ ] = dose if it differs, or a comment.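 The calls were made as follows, unless noted: active = inhibition above about 30% (limit read from the data); inactive = the rest.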

SMILES	thrombin 1536	eIF4E 4G PPI	KCC2 mod	Furin inhibitor	EBV gp42 block	hK5 inh	NCF1 inh	14-3-3 Bad PPI	Rad51 HR inh
Cc1cc(NC(=O)CSc2cn(CCNC(=O)c3ccc(Cl)cc3)c3ccccc23)no1	-9	-4	-0.007	-22	3	23	3	-4	-5
COc1ccccc1C(=O)Nc1ccc(S(=O)(=O)N2CCCCC2c2cccnc2)cc1 (stereo not drawn)	1	-1	-1.3	-19	-3	0	-6	-3	15
CCN(CC)CC(=O)Nc1ccc2c(c1)N(C(=O)CN(CC)CC)c1ccccc1CC2	3	0	nt	-17[20 µM]	-11	-1	-26	17	2
Cc1cc(C(F)F)n2ncc(C(=O)NC3CCCCCC3)c2n1	-3	5	0.12	-15[20 µM]	-6	4	-2	-8	5
c1ccc2c(c1)[nH]c1c(N3CCN(C4CCCCC4)CC3)ncnc12	-10	3	nt	-10	6	-1	-7	-5	5
COc1ccc(/C=N/NC(=O)C(Cc2c[nH]c3ccccc23)NC(=O)OCC(C)C)cc1[N+](=O)[O-] (stereo not drawn)	-5	-1[fluorescence artefact?]	nt	-18[20 µM]	-16	-21	-9	4[fluorescence artefact?]	nt
CCOc1ccc(OCC(=O)Nc2ccccc2C(F)(F)F)cc1	1	2	0.42	-22	-4	3	-15	-6	0
CCOC(=O)N1CCN(C(=S)NC(=O)C23CC4CC(CC(C4)C2)C3)CC1	-1	-5	5.9*	-21	-3	11	9	0	10
Cc1occc1-c1nnc(SCC(=O)N2CCOCC2)o1	-2	1	-0.23	-21	4	-14	-3	-6	3
CNC(=O)c1[nH]cnc1C(=O)Nc1ccc(OC)cc1	-1	2	0.17	-1	-15	0	3	2	11
COc1cccc(C2CC(c3ccc(C(C)C)cc3)n3nc(N)nc3N2)c1 (stereo not drawn)	-2	-3	0.35	-8	-6	-2	-16	-3	0
O=c1c(-c2ccc(O)cc2)coc2cc(O)cc(O)c12	5	-25	-0.81	-32	-9	4	4	0	-5
CCOC(=O)C1=C(C)N=C(SC)N(C)C1c1ccccc1 (stereo not drawn)	0	6	-1.8	-7[20 µM]	-29	-2	-4	7	nt
Cc1cc(NC(=O)CS(=O)(=O)c2cn(Cc3ccccc3Cl)c3ccccc23)no1	0	-1	-2.9*	-14[20 µM]	-3	0	-13	5	0
N=c1c2c(n(Cc3ccccc3)c3c1CCC3)CCC2	-6	-14	nt	-20[20 µM]	-21	-8	-7	-2[fluorescence artefact?]	-6
COc1ccc(NC(C#N)c2ccccc2OCc2ccccc2)cc1 (stereo not drawn)	-14	4[fluorescence artefact?]	-1.1	-16	11	-7	13	-6[fluorescence artefact?]	-2
O=C(CS(=O)CC(=O)N(CC(=O)NC1CCCC1)c1ccc2c(c1)OCCO2)Nc1ccc(F)cc1 (stereo not drawn)	3	7	1.6	-9[20 µM]	-1	5	-11	-2	4
C#CCN1C(=O)C(O)(CC(=O)c2cc(OC)ccc2OC)c2ccccc21 (stereo not drawn)	2	nt	0.84	-23[20 µM]	-21	-10	-98	nt	-8
Cc1ccc(-n2nnnc2-c2cnc3cc4c(cc3c2C)OCO4)cc1	1	14	-0.032	-15[20 µM]	-10	4	-7	3	5
CCOC(=O)c1c(CN(C)C)oc2cc(CN(C)C)c(O)c(CSc3ccccc3)c12	-6	0	0.015	-8	5	-1	0	28	-6
CC(=O)NCCc1ccc(S(=O)(=O)NCc2ccc3c(c2)OCO3)cc1	-7	9	nt	-23[20 µM]	-7	26	-15	-1	5
CC(C)(C)N/N=C1\CC(c2ccccc2)Oc2ccccc21 (stereo not drawn)	-3	1	1.4	-14	-3	-5	-15	-2[fluorescence artefact?]	-3
Cc1ccc(SCCC(=O)N2CCC(C)CC2)cc1	1	4	0.71	-1[20 µM]	2	-7	-5	-5	3
Cn1c(Cc2ccccc2)nnc1SCC(=O)NCCc1ccccc1	-4	0	-0.94	-25	-1	-23	-9	-12	10
CCN(CC)CCCNC(=O)CC1Sc2ccccc2NC1=O (stereo not drawn)	-3	32*	-0.0011	-31	-12	3	-4	-8	-4
COc1ccc(Br)cc1CNCCSc1nnnn1C	-2	1[fluorescence artefact?]	0.31	-34	-2	-12	-12	11	4
Clc1ccc(-c2cccs2)nn1	-1	-1	-0.6	-19	-9	0	1	38	2
C=CCc1c(N(CC)CC)nc(C)[nH]c1=O	0	2	0.67	-13	-15	3	-6	-4	-2
NC(=O)c1oc2ccccc2c1NC(=O)CCc1ccccc1	-5	3	-0.37	-19	-5	-7	-2	10[fluorescence artefact?]	3
CCC(=O)Nc1nc2ccc([N+](=O)[O-])cc2s1	0	-7	-0.24	-22	-4	-3	-8	4	11
Cc1ccccc1Nc1nc(N)nc(CSc2ccccc2)n1	-4	-2[fluorescence artefact?]	-2.3	-13	-18	-17	3	-15	2
COC(=O)c1c(-c2ccc(C)cc2)csc1NC(=S)NC(=O)c1ccc(F)cc1	-8	16[fluorescence artefact?]	0.77	-13	-4	-12	-19	-12	8
Nc1ccc(-n2nncc2-c2ccccc2)cc1	-4	-3	0.15	-14[20 µM]	-16	-9	-8	6	4
CCCCn1c(SCC(=O)Nc2cc(C)on2)nnc1-c1cccs1	0	-7	-2.1	-6	-19	5	1	6	1
CCN(c1ccc(NC(=O)COC(=O)c2ccc3ccccc3n2)cc1)C(C)C	2	5	0.013	-10[20 µM]	-1	-5	-7	2	0
CCN(CC)c1ccc(/C=N/N2CCOCC2)cc1	-3	17[fluorescence artefact?]	nt	-14[20 µM]	-25	0	0	0[fluorescence artefact?]	-8
O=C(Oc1ccc(N2C(=O)CCC2=O)cc1)c1ccco1	1	-1[fluorescence artefact?]	0.12	-3[20 µM]	-7	-7	-2	-7[fluorescence artefact?]	6
CCn1c(SCC(=O)N2CCc3ccccc32)nnc1-c1ccco1	5	-1	nt	-30	-15	7	-4	2	-2
CCOC(=O)Cn1c(=NC(=O)c2nc3ccccc3s2)sc2cc(S(N)(=O)=O)ccc21	-6	-3	0.46	-23	-10	-38	5	-17	-2
CC(C)C1C(C#N)=C(N)SC(N)=C1C#N	15	-2	nt	-13	6	14	-2	-18	-1
CCOC(=O)c1cc(C(=O)Nc2cccc(C)c2)nn1C	-4	2	-0.46	-10[20 µM]	-4	-17	4	41	10
COc1ccc(C(=O)Nc2cc(C(=O)O)cc(C(=O)O)c2)cc1Cl	-2	2	0.92	-16	4	-1	8	0	-40
Cc1ccc(-c2nnc(SCC(=O)N3c4ccccc4NC(=O)C3(C)C)n2N)cc1	-10	-4[fluorescence artefact?]	0.026	-11[20 µM]	-11	-10	-4	33[fluorescence artefact?]	6
CN(C)S(=O)(=O)c1cccc(NC(=O)COC(=O)/C=C/c2cccs2)c1	-4	1	-4.4	-17	0	15	-4	-17	15
CCCCNC(=O)c1nn(-c2ccccc2OC)c(=O)c2ccccc12	-5	-4	0.55	-21	-12	10	0	-6	6
CC(=O)Nc1ccc(SCC(=O)c2cc(C)n(-c3ccccc3F)c2C)cc1	-10	-1	-2	-6	-6	-16	-21	-9	9
Cc1cc(C)nc(NC(=NCCc2c[nH]c3ccccc23)NC(=O)Nc2ccc(Cl)cc2)n1	-3	0	-2.2	-14	-6	-7	-263	-5	-3
COc1cccc(-c2n[nH]c3c2CCC3)c1	0	-1	0.041	-10	-5	4	-3	1	nt
Cc1cc(N2CCCC2)nc2ccc(NC(=S)NCCCN3CCC(C)CC3)cc12	-10	-2	0.34	-16	-4	-10	24	-11	8
CC1CCCCC1NC(=O)COC(=O)c1ccc(N(C)C)cc1 (stereo not drawn)	5	nt	-1.1	-3[20 µM]	-24	-1	3	nt	1
O=C(NCC(=O)N(c1cccnc1)C(C(=O)NC1CCCC1)c1cccs1)c1cccs1 (stereo not drawn)	-6	2	0.083	-13	3	5	4	-4	-5
CCOC(=O)c1ccc(N2C(=O)CC(Sc3nc(O)c(CC)c(=O)[nH]3)C2=O)cc1 (stereo not drawn)	-1	7	0.46	-17[20 µM]	-14	-12	-9	12	16
CCOC(=O)C1=C(C)N(c2nonc2NC(C)=O)C(N)=C(C#N)C1c1ccccc1F (stereo not drawn)	-1	2	nt	-12	-2	4	-2	-2	5
S=C(NC1CCCCC1)N1CCOCCOCCN(C(=S)NC2CCCCC2)CCOCC1	-2	-1	-0.64	-7	12	1	-12	-4	8
CC(C)CCC(C(=O)O)C(C)CC(=O)Nc1ccn(-c2ccccc2)n1 (stereo not drawn)	-13	1	-1.7	-7	-3	-5	-11	-1	nt
COc1ccc(/C=C(\NC(=O)c2ccccc2)C(=O)NC2CCS(=O)(=O)C2)cc1 (stereo not drawn)	3	-6	0.022	-19	-20	6	-10	-2	7
Cn1nc(-c2ccc(Cl)cc2)cc1NC(=O)Nc1ccccc1	-2	-3	-0.19	-19	-1	-4	-4	-6	15
c1ccc(-c2nnc(CN3CCCc4ccccc43)o2)cc1	5	2	0.0069	-4[20 µM]	-2	-17	-12	0	-8
N#Cc1nc(Cl)c(Cl)c(NN)c1Cl	3	1	0.79	-16	-29	5	-99	-2	2
Cc1ccc(-n2c(CNc3ccc(F)cc3)nnc2SCC(=O)N2CCCC2)cc1	3	2	-0.67	-7	-13	5	3	-17	8
(listing goes on)
SMILES	thrombin 1536	eIF4E 4G PPI	KCC2 mod	Furin inhibitor	EBV gp42 block	hK5 inh	NCF1 inh	14-3-3 Bad PPI	Rad51 HR inh
Oc1ccc(Cl)cc1CNCC1CCCO1 (stereo not drawn)	1	-15[fluorescence artefact?]	0.72	-14	5	-10	-1	43	-16
CCOC(=O)c1cnc(Nc2nc3ccccc3o2)nc1CSC(=S)N1CCCCC1	-2	-2[fluorescence artefact?]	0.79	-9	-55	-26	-25	-22	-6
COC(=O)COc1ccc(=O)n(-c2ccccc2)n1	5	0[fluorescence artefact?]	0.12	-8[20 µM]	1	13	-1	-1	5
Cc1ccc(CNC(=O)CN(Cc2cccs2)C(=O)C2(C)CC(=O)N=C3C=CC=CN32)cc1 (stereo not drawn)	-7	8	0.014	-27	12	-17	-14	-21	-3
C=C1C(O)C[C@H]2C(=C)CCC3[C@H](OC(=O)[C@]3(O)CO)[C@@H]12 (stereo partly drawn)	-1	-1	-0.17	-12	2	-4	4	-20	7

Structures listed above that bear a hit mark in KCC2 mod:
| SMILES | eIF4E 4G PPI | KCC2 mod | Furin inhibitor | EBV gp42 block | hK5 inh | NCF1 inh | 14-3-3 Bad PPI |
| --- | --- | --- | --- | --- | --- | --- | --- |
| CCOC(=O)N1CCN(C(=S)NC(=O)C23CC4CC(CC(C4)C2)C3)CC1 | -5 | 5.9* | -21 | -3 | 11 | 9 | 0 |
| Cc1cc(NC(=O)CS(=O)(=O)c2cn(Cc3ccccc3Cl)c3ccccc23)no1 | -1 | -2.9* | -14[20 µM] | -3 | 0 | -13 | 5 |
